Runt-SMMHC FRET – inhibitors of RUNX1 Runt–CBFb-SMMHC binding, primary screen, biochemical, FRET, Cerulean-Runt, Venus-CBFb-SMMHC, uHTS | Runt-related transcription factor 1 (Homo sapiens) + Core-binding factor subunit beta … | Cerulean-Runt/Venus-CBFb-SMMHC FRET ratio 530/480, 1 h | inhibition, % at 20 µM | 220,000 compounds, 0.74% hits | AID 1434, 2008;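 active means mean inhibition across duplicate retests at 20 µM reaching about 50%, limit read from the data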;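 further: 0% = DMSO wells and 100% = wells with excess untagged CBFb-SMMHC; inhibitors lower the FRET ratio by blocking Runt binding to CBFb-SMMHC; some results filed as inactive read as strong as hits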
Target sequence (Q01196 whole entry, looked up): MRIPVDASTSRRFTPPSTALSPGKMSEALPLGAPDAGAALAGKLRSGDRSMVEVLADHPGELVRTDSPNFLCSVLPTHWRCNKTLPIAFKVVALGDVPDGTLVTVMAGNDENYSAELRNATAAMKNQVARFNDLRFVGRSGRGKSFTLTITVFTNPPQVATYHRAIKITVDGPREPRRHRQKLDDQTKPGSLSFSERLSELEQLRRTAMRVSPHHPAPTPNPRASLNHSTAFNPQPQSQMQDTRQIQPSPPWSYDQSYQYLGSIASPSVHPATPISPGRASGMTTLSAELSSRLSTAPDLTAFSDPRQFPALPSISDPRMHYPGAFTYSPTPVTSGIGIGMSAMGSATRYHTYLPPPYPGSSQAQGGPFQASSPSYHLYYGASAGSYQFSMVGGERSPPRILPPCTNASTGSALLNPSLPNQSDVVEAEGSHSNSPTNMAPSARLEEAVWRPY
Target sequence (Q13951 whole entry, looked up): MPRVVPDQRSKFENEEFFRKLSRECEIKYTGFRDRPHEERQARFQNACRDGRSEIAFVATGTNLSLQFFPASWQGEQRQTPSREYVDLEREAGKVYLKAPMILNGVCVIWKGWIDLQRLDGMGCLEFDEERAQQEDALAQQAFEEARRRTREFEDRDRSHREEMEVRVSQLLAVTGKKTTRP
NPY-Y2 PAM-ag – NPY-Y2 potentiators or agonists, primary screen, cell-based. cells expressing NPY-Y2, potentiator/agonist read-out. activation, % at 3.6 µM. 220,000 compounds, 0.45% hits. Neuropeptide Y receptor type 2 (Homo sapiens), P49146. AID 1359, 2008; in the data active means activation above about 27%;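 further: cells stimulated with NPY near EC25 plus isoproterenol at EC100; 0% = vehicle plus submaximal agonist and 100% = vehicle plus saturating agonist; some results beyond the cut were filed as inactive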
Target sequence (P49146 whole entry, looked up): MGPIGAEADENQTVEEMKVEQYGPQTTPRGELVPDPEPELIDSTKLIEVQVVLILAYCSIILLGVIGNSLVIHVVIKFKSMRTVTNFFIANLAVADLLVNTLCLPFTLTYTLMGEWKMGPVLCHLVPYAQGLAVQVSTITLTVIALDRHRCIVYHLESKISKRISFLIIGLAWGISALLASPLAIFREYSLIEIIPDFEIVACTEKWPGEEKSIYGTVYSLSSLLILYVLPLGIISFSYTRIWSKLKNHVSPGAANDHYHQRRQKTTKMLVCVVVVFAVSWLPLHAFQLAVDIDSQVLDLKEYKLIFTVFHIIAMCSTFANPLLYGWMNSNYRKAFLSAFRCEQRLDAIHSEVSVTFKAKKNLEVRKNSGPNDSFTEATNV
Runt-CBFb FRET – inhibitors of RUNX1 Runt–CBFb binding, primary screen, biochemical, FRET, Cerulean-Runt, Venus-CBFb, uHTS | 220,000 compounds, 0.46% hits | Runt-related transcription factor 1 (Homo sapiens) + Core-binding factor subunit beta … | Cerulean-Runt/Venus-CBFb FRET ratio 530/480, 1 h | inhibition, % at 20 µM;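 active means inhibition over about 50% at 20 µM in the single-dose screen, limit read from the data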;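 further: 0% = DMSO wells and 100% = excess unlabeled CBFb competitor control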
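Assay system: Cerulean-tagged RUNX1 Runt domain (FRET donor) fusion protein / Amount: 100 nM each of Venus-CBFb and Cerulean-Runt domain / Medium: Tris buffer pH 7.5 with salts and BSA / Also added: Venus-CBFb 100 nM / Schedule: 1 h complex formation plus 1 h compound treatment, room temperature / Signal: FRET fluorescence / Read-out: loss of energy transfer signal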
Hck-Nef inh – inhibitors of Nef-activated human Hck kinase, primary screen, biochemical, Z-Lyte FRET, 384-well, Hck-YEEI; Recombinant Hck-YEEI plus Nef, Z-Lyte FRET kinase assay; inhibition, % at 20 µM; AID 463187, 2010; Tyrosine-protein kinase HCK (Homo sapiens), P08631; 220,000 compounds, 0.68% hits;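 active means Hck-Nef kinase inhibition above about 50%, limit read from the data; inactive means inhibition below that limit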;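 further: 0% = DMSO with Hck plus Nef and 100% = Hck alone without Nef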
Mdm2 ligase inh – MDM2-luciferase reporter signal enhancers, primary screen, MDM2 E3 ligase inhibitor project, cell-based, luminescence, 1536-well; signal enhancement, % at 5 µM; 210,000 compounds, 0.11% hits; cell-based MDM2 ubiquitination luciferase reporter, 2 h; 0 = plate control, 100 = twice control, blank-subtracted;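 active means signal enhancement of 30% or more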;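 further: luminescence tracks abundance of the self-degrading MDM2-luciferase fusion protein; higher signal means inhibition of MDM2 E3 ligase activity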
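Buffer or medium: Cells held in DMEM | Assay system: Stable mammalian line carrying autodegrading MDM2–luciferase fusion reporter | Quantity: 2000 cells/well | Times: 4 h settle plus 2 h compound, 37 °C | Doses: One concentration, 5 µM, with 0.2% DMSO | Technique: Luminescence with SteadyLite reagent, 15 min at room temperature | Benchmarks: Plate controls and plate blanks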
NPY1 pot ag – NPY-Y1 receptor potentiators or agonists, primary screen, cell-based; NPY-Y1 expressing cells, potentiator/agonist activation; Neuropeptide Y receptor type 1 (Homo sapiens), P25929; 220,000 compounds, 0.37% hits; activation, % at 3.6 µM; AID 1304, 2008; in the data active means activation above about 33%, passing the limit was not always enough;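 further: cells stimulated with NPY at EC10 then isoproterenol at EC100; 0% = low agonist plus stimulus and 100% = saturating agonist plus stimulus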
NPY Y1 blocker – NPY-Y1 receptor antagonists, primary screen, cell-based | Neuropeptide Y receptor type 1 (Homo sapiens), P25929 | HEK293-CNG Y1 cells, membrane potential fluorescence; NPY at EC95, then isoproterenol | inhibition, % at 3.6 µM | 200,000 compounds, 1% hits | AID 1040, 2008;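 active means inhibition above the campaign mean inhibition of all tested compounds plus 3 SD, cut at about 20% in these data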;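 further: 0% = DMSO wells given NPY plus isoproterenol and 100% = isoproterenol alone without NPY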
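material = HEK293 cells with Y1 receptor plus CNG channel | also added = NPY 25 nM then isoproterenol 1 µM plus Ro 20-1724 25 µM | schedule = dye 3 h, compound 60 min room temperature, stimulation 45 min | measured by = membrane potential fluorescence | benchmarks = high control isoproterenol alone, low control NPY with isoproterenol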
p97 inhibitor – inhibitors of human p97 ATPase, primary screen, biochemical. Transitional endoplasmic reticulum ATPase (Homo sapiens), P55072. recombinant p97 ATPase, Kinase-Glo ATP luminescence, 3 h. inhibition, % at 8 µM. 220,000 compounds, 0.42% hits; in the data active means inhibition above about 15%;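 further: 0% = DMSO vehicle and 100% = wells lacking enzyme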
RBBP9 inh – human RBBP9 inhibitors, primary screen, biochemical, fluorescence polarization, FP-Rh probe, HTS. 220,000 compounds, 0.2% hits. inhibition, % at 7.94 µM. AID 1515, 2009. Serine hydrolase RBBP9 (Homo sapiens), O75884. recombinant RBBP9;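 active means inhibition above the campaign mean of all tested compounds plus 3 SD, cut at about 14% in these data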;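 further: plate controls were DMSO wells with RBBP9 for no effect and wells lacking RBBP9 protein for full effect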
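Measured by: FP readout at 525/598 nm; material: recombinant human RBBP9; also added: Serine-hydrolase probe FP-Rh, 375 nM pre-mixing; medium: Tris buffer pH 8.0, NaCl, Pluronic; replication: one well per compound; doses: one concentration, 7.94 µM nominal, 0.794% DMSO; timing: preincubation 30 min plus labeling 45 min at 25 °C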
* = called active by the depositor; . = no result given.

SMILES	Runt-SMMHC FRET	NPY-Y2 PAM-ag	Runt-CBFb FRET	Hck-Nef inh	Mdm2 ligase inh	NPY1 pot ag	NPY Y1 blocker	p97 inhibitor	RBBP9 inh
CCc1oc2ccccc2c1C(=O)CCN1CCCCC1	-3	-11	1	-1	-9	-6	-2	-2	-6
Cc1cc(C(F)F)n2nc(C(=O)Nc3cc(C)on3)nc2n1	-2	0	-1	1	-9	12	2	2	-4
O=C(O)CCn1cc(/C=N/O)c(-c2cccc([N+](=O)[O-])c2)n1	-2	0	0	-36	-5	-9	1	-2	-2
COc1ccc(CCNC(=O)CCNS(=O)(=O)c2cccc(Cl)c2)cc1OC	-2	4	0	0	6	1	-5	-1	2
Cc1ccc(C)c(N2CCN(C(=O)CN3C(=S)NC(C)(C)CC3C)CC2)c1 (centres undefined)	-3	-14	2	-80	0	21	1	1	-1
CCCC(=O)NCCCc1nc2ccccc2n1C(C)C	-1	-3	-1	0	-9	4	2	-3	0
Cc1nc(-c2ccccc2)nc(Cl)c1Cl	-3	9	0	17	-2	-16	3	1	-8
O=C(CN1CCOCC1)N1CCN(C(=O)CN2CCOCC2)CC1	.	-6	.	-1	.	-28	-4	-1	-4
C=CCn1c(COc2ccccc2)nnc1SCC(=O)Nc1ccc2c(c1)OCCO2	-3	10	0	-2	-6	-24	-2	-8	-8
O=C1/C(=C/c2ccccn2)SC(=S)N1N1CCOCC1	1	3	9	-5	-13	25	.	-5	0
Cc1cc2oc(=O)cc(COC(=O)c3n[nH]c4ccccc34)c2cc1C	-2	-7	1	6	-17	-7	0	2	2
Cn1c(-c2cc3ccc(OC(=O)C(C)(C)C)cc3oc2=O)nc2ccccc21	-14	-6	12	25	-24	-9	0	-1	-5

Brought forward from above: three compounds, then new ones.
SMILES	Runt-SMMHC FRET	NPY-Y2 PAM-ag	Runt-CBFb FRET	Hck-Nef inh	Mdm2 ligase inh	NPY1 pot ag	NPY Y1 blocker	p97 inhibitor	RBBP9 inh
O=C1/C(=C/c2ccccn2)SC(=S)N1N1CCOCC1	1	3	9	-5	-13	25	.	-5	0
Cc1cc2oc(=O)cc(COC(=O)c3n[nH]c4ccccc34)c2cc1C	-2	-7	1	6	-17	-7	0	2	2
Cn1c(-c2cc3ccc(OC(=O)C(C)(C)C)cc3oc2=O)nc2ccccc21	-14	-6	12	25	-24	-9	0	-1	-5
CCOC(=O)c1n[nH]c(=O)c2ccccc12	3	-2	1	3	-3	1	-1	1	2
OC1(c2cccc(C(F)(F)F)c2)CCN(c2ccc(-c3ccccc3)nn2)CC1	-8	0	-2	1	-28	5	-9	-2	-5
COc1ccc(-c2cn(-c3ccc(Br)cc3)c3[n+]2CCS3)cc1	-4	3	0	2	2	7	2	1	7
COc1ccc(OCC(O)CNC(=O)c2c(-c3ccccc3)noc2C)cc1 (centres undefined)	2	-2	-2	2	-12	13	.	6	-4
O=[N+]([O-])c1ccc(C=Nc2ccc(Cl)c([N+](=O)[O-])c2)s1	-3	1	1	15	10	8	0	3	-7
Cc1c(NC(=O)c2ccc(CN3CCc4ccccc4C3)cc2)c(=O)n(-c2ccccc2)n1C	0	14	3	2	-11	8	3	6	-7
O=C(NCCS(=O)(=O)c1ccc(Cl)cc1)c1ccc(F)cc1	3	-4	0	17	-6	12	0	12	-10
COc1ccc2cc(CCl)c(Cl)nc2c1	-2	0	0	20	3	9	-2	-2	-6
Cc1nc([N+](=O)[O-])nn1C12CC3CC(CC(Br)(C3)C1)C2	16	-15	41	0	-9	-8	1	-3	-4
Cc1ccc(N2C(=O)c3ccccc3C2C(=O)c2ccc(C)c(C)c2O)cc1 (centres undefined)	-4	-96	13	-13	-19	-179	.	5	-10
O=C(c1ccc(S(=O)(=O)N2CCCCC2)cc1)N(c1ccccn1)C1CCCCC1	0	4	-1	17	-6	8	.	1	1
COc1ccc(NC(=S)NCCc2ccccc2OC)c(OC)c1	2	-4	2	2	-18	-10	1	1	8
CC(CCc1ccccc1)NCC(O)COc1ccccc1 (centres undefined)	0	100*	0	22	-2	104*	-10	-2	0
Cc1nnc2sc(-c3ccc(NC(=O)c4ccc(-c5ccc(Cl)cc5Cl)o4)cc3)nn12	.	1	.	87*	.	-7	2	3	-13
O=C(NCCNc1ccc([N+](=O)[O-])cc1)c1ccccc1Br	-6	-4	0	1	-18	7	1	1	-8
COc1ccccc1S(=O)(=O)Cc1ccc(C(=O)N2CCN(c3ccccc3)CC2)o1	-1	-5	2	1	-27	4	5	2	1
CC1CC(C)CN(C(=O)CNS(=O)(=O)c2ccc(Br)s2)C1 (centres undefined)	1	-19	-2	0	-2	-15	9	-1	-8
COc1cccc(CNC(=O)CCC2CCCN(C(=O)c3cc(C4CC4)[nH]n3)C2)c1 (centres undefined)	0	-6	2	-21	-8	7	-4	-2	-8
Cc1cc(C)nc(-n2cc(C(=O)c3cc(F)ccc3O)cn2)n1	13	9	0	10	-14	-7	-2	6	1
CNC(=S)N(Cc1ccc(OC)cc1)C1CC(=O)N(c2ccc(OC)cc2)C1=O (centres undefined)	1	4	-3	-1	-2	16	2	-6	-3
CCCCOc1ccc(C(C)NC(=O)CCS(=O)(=O)Cc2ccc(Cl)cc2)cc1 (centres undefined)	2	0	1	-1	.	-15	2	-7	-7
CC(=O)n1cc([C@H]2C=C(C(=O)N3CCN(Cc4ccc5c(c4)OCO5)CC3)O[C@@H](OCCCCO)C2)c2ccccc21	-5	-8	0	3	.	6	1	-6	4
C=CCn1c(SCC(=O)Nc2cc(C)on2)nnc1C1COc2ccccc2O1 (centres undefined)	-4	-5	-2	13	-15	-2	6	-5	-10
O=C(N/N=C/c1ccccn1)c1cccc(S(=O)(=O)N2CCCC2)c1	2	5	1	15	.	-7	.	3	-3
CCOc1ccc(NC(=O)c2cc3c(=O)n(C)c4ccccc4c3n2C)cc1	-18	-2	-1	0	-8	-10	2	-1	-5
O=C(Cn1nc(C(F)(F)F)c2c1CCC2)NC1CCCCC1	1	0	-2	2	-8	-1	6	-3	-5
CC(C)n1c2ccccc2c2cc([N+](=O)[O-])ccc21	-43	13	-7	4	-6	-10	4	2	-9
CCn1c(-c2ccccc2)c(C(=O)CCl)c2ccccc21	-2	-9	-2	25	-14	3	1	32*	-5
CCOc1nc(Nc2ccc(OC)cc2)nc(OCC)n1	16	1	-1	3	-21	7	-1	-4	-10
CCCN1C(=O)C2C(C(=O)Nc3cccc(OC)c3)C3C=CC2(O3)C1C(=O)NC1CCCCC1 (centres undefined)	-1	-5	1	1	-3	3	6	1	0
CN1C(=O)CC(N2CCN(c3ccc(Cl)cc3)CC2)C1=O (centres undefined)	0	-4	1	2	5	8	-3	-1	-2
COc1ccc(-c2[nH]ncc2CN(C)Cc2cccnc2)c(OC)c1	2	-1	0	4	-9	10	0	-1	0
CCOC(=O)C1=C(N)N(c2ccccc2)C(=O)C1	3	9	3	4	-2	-8	7	2	9
CCOC(=O)c1ccccc1NC(=O)Cc1sc(-c2cccnc2)nc1-c1ccc(C)cc1	0	-4	-3	9	6	-6	3	4	8
O=C(Nc1ccc(Oc2cccc(C(F)(F)F)c2)nc1)c1ccco1	-2	20	0	-28	-14	28	.	4	-11
COCCCn1c(SCC(=O)Nc2cccc(C(=O)OC)c2)nnc1-c1ccncc1	-4	4	0	3	2	-15	8	2	-4

Already shown: an excerpt of the list.
SMILES	Runt-SMMHC FRET	NPY-Y2 PAM-ag	Runt-CBFb FRET	Hck-Nef inh	Mdm2 ligase inh	NPY1 pot ag	NPY Y1 blocker	p97 inhibitor	RBBP9 inh
CCOc1ccc(NC(=O)c2cc3c(=O)n(C)c4ccccc4c3n2C)cc1	-18	-2	-1	0	-8	-10	2	-1	-5
O=C(Cn1nc(C(F)(F)F)c2c1CCC2)NC1CCCCC1	1	0	-2	2	-8	-1	6	-3	-5
CC(C)n1c2ccccc2c2cc([N+](=O)[O-])ccc21	-43	13	-7	4	-6	-10	4	2	-9

Part of the list above, limited to Runt-SMMHC FRET and RBBP9 inh.
| Compound | Runt-SMMHC FRET | RBBP9 inh |
| --- | --- | --- |
| COc1ccc2cc(CCl)c(Cl)nc2c1 | -2 | -6 |
| Cc1nc([N+](=O)[O-])nn1C12CC3CC(CC(Br)(C3)C1)C2 | 16 | -4 |
| Cc1ccc(N2C(=O)c3ccccc3C2C(=O)c2ccc(C)c(C)c2O)cc1 (centres undefined) | -4 | -10 |
| O=C(c1ccc(S(=O)(=O)N2CCCCC2)cc1)N(c1ccccn1)C1CCCCC1 | 0 | 1 |

More records follow:
SMILES	Runt-SMMHC FRET	NPY-Y2 PAM-ag	Runt-CBFb FRET	Hck-Nef inh	Mdm2 ligase inh	NPY1 pot ag	NPY Y1 blocker	p97 inhibitor	RBBP9 inh
CCS(=O)(=O)N1CCN(c2ccccc2)CC1	1	9	2	10	-2	17	.	4	-2
CC(C)OC(=O)CSc1ncnc2c1cnn2-c1ccccc1	-9	6	0	0	-24	-12	2	0	-7
Cc1ccc(SCc2cn3cc(Cl)ccc3n2)cc1	-1	-30	-2	8	-10	6	.	3	4
CCOC(=O)c1[nH]c(C)c(C(=O)Nc2ccc3c(c2)OCCO3)c1C	-10	-4	0	2	-1	0	-5	-1	-6
